High-throughput results deposited in PubChem by several laboratories.
PLK1 PBD inh: Plk1 polo box domain binding inhibitors, primary screen, biochemical, fluorescence polarization; Serine/threonine-protein kinase PLK1 (Homo sapiens), P53350; hit rate 0.13% among 97,000; inhibition, %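 (tested at about 20 µM)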; AID 693, 2007; Plk1 PBD phosphopeptide binding; in the data active = inhibition above about 34%, passing the limit was not always enough
Target sequence (P53350 whole entry, looked up, the tested form may be a part): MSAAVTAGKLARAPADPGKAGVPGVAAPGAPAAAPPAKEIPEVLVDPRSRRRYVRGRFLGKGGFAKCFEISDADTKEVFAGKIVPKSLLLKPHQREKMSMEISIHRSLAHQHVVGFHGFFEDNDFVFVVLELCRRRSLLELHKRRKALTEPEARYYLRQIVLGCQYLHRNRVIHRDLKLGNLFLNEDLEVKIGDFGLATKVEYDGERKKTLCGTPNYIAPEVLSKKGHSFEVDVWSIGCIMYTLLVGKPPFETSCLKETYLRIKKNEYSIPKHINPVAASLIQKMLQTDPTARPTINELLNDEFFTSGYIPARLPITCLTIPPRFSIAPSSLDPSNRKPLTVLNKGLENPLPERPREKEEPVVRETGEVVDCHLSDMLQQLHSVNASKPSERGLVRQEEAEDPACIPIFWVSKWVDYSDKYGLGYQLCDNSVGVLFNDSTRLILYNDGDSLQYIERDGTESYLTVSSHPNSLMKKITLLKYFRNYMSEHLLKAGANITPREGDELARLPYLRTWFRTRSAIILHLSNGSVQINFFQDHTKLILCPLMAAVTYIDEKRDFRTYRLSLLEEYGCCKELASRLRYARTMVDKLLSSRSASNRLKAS
HUVEC tox IL1B: cytotoxicity in IL-1B stimulated HUVEC, primary screen, cytotoxicity control for IL-1B NFkB translocation project, imaging, Hoechst nuclear count, IL-1B stimulus | HUVEC cell count loss | cell count reduction, % at 2 µM | hit rate 0.41% among 94,000 | AID 845, 2007;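 active = cell count reduction more than 3 SD above the screen-wide mean, cut at about 70% in these data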;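 note: normalized per plate to untreated control cells as the no-loss baseline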
TNFa cytotox: cytotoxicity in TNFa-stimulated HUVEC, primary screen, cytotoxicity control for VCAM1 expression modulator project, imaging, Hoechst nuclei count | cell count reduction, % at 2 µM | hit rate 0.17% among 93,000 | HUVEC TNFalpha-stimulated, Hoechst cell count;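 active = cell count reduction exceeding the screen mean by over 5 SD, scaled to untreated wells per plate, cut at about 78% in these data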;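 note: cells counted after 24 h of TNF alpha exposure following the 1 h pretreatment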
PLK1 inh: human PLK1 kinase inhibitors, primary screen, biochemical, TR-FRET; AID 619, 2007; recombinant PLK1 kinase, TR-FRET peptide phosphorylation; inhibition, % at 10 µM; hit rate 0.53% among 97,000;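 active = inhibition of 50% or more in the single-concentration screen; inactive = inhibition below 50%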;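 note: 0% = DMSO max control and 100% = H-89 dihydrochloride min control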
VCAM1 TNFa inh: inhibitors of TNFa-induced VCAM1 expression, primary screen, imaging, HUVEC, TNFa stimulus, immunofluorescence | hit rate 0.48% among 95,000 | HUVEC TNFa-induced VCAM-1 immunofluorescence, high-content imaging | inhibition, % at 2 µM | AID 802, 2007;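 active = inhibition above the batch mean plus 3 SD, with images confirmed as a hit by eye, cut at about 37% in these data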;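 note: 0% = TNF-stimulated DMSO wells and 100% = unstimulated control wells; not every result past the cut was called active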
F-actin modifier: modifiers of F-actin cytoskeleton organization, primary screen, imaging, HUVEC, phalloidin staining, high-content imaging | inhibition, % at 2 µM | hit rate 0.18% among 91,000 | HUVEC TNFa F-actin phalloidin imaging;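 active = inhibition above the batch mean plus 3 SD and confirmed as a hit by visual image inspection, cut at about 30% in these data, passing the limit was not always enough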; note: strong numbers were not always called active
sEH inh: soluble epoxide hydrolase inhibitors, primary screen, biochemical, human sEH; AID 707, 2007; recombinant human sEH enzymatic activity assay; Bifunctional epoxide hydrolase 2 (Homo sapiens), P34913; hit rate 0.34% among 91,000; inhibition, % at 2 µM; in the data active = inhibition above about 80%; note: values of inactives mirror those of a sister screen read the other way; many of its hits are not listed in these tables
E coli WT exp: growth inhibitors of wild-type E. coli, primary screen, strain BW25113, expanded library, OD600; OD600 absorbance; growth inhibition, % at 100 µM; hit rate 0.15% among 98,000; AID 710, 2007;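 active = growth inhibition above about 50% at one test dose, limit read from the data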;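 note: growth measured after 20 h incubation at 37 °C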
hDAT+cocaine: changed hDAT dopamine uptake under cocaine IC80, either direction, primary screen, cocaine antagonist project, cell-based, LLC-PK1 hDAT, [14C]-dopamine uptake, MLSMR | AID 449768, 2010 | Sodium-dependent dopamine transporter (Homo sapiens), Q01959 | LLC-PK1 hDAT cells, [14C]-dopamine uptake with cocaine IC80; actives deviate in either direction | B-score at 10 µM | hit rate 1.3% among 110,000;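 active = Z score or B-score, a plate-position-corrected score, falls beyond the plate's 99.7% confidence bounds, in either direction; inactive = both scores lie inside the 99.7% bounds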;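 note: scored against the spread of the other compound wells on the same plate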
* = called active by the depositor; . = no result given. Compounds were not picked by outcome; about 3.4% have a hit in one of these screens.

SMILES | PLK1 PBD inh | HUVEC tox IL1B | TNFa cytotox | PLK1 inh | VCAM1 TNFa inh | F-actin modifier | sEH inh | E coli WT exp | hDAT+cocaine
NC(=O)Cn1nnc(-c2ccccc2NC(=O)c2cnccn2)n1 | 7 | 7 | -17 | 8 | -16 | 7 | -11 | -13 | -0.57
O=C1c2ccccc2C(Nc2ccc(S(=O)(=O)N3CCCCC3)cc2)N1Cc1ccco1 (stereo unspecified) | -3 | -14 | -29 | 7 | 19 | -21 | 17 | -9 | 1.3
CSc1ncccc1C(=O)OCc1ccccc1 | -5 | 2 | -29 | -7 | -15 | -2 | -6 | 2 | 1.3
CN(C(=O)c1cccc(C#N)c1)c1nnc(-c2ccncc2)s1 | -30 | 5 | 50 | -1 | -15 | -3 | -5 | -4 | -1.5
CCOc1cc(-c2nc(-c3ccc(C)nc3OCC)no2)cc(OCC)c1OCC | -13 | -45 | . | -12 | -4 | 6 | -2 | -5 | -0.59
COc1cc2c(c(OC)c1)C(c1cccc(OC)c1OC)CC(=O)N2 (stereo unspecified) | 6 | 14 | 5 | -6 | -1 | -2 | -20 | 2 | 0.58
COc1ccc(-n2c(C)nc3cc(C(=O)NCc4ccco4)ccc32)cc1 | -29 | 9 | -1 | -21 | -20 | 12 | . | 6 | 0.92
CCOC(=O)C1CCN(C(=O)c2cccnc2)CC1 | -11 | -83 | -30 | -8 | 13 | 0 | -11 | -4 | 0.13
Nc1[nH]c(=S)[nH]c(=O)c1-c1ccccc1 | -12 | 0 | -16 | -13 | 16 | 0 | . | 1 | -0.98
COC(=O)c1sccc1NC(=O)c1ccc(C)o1 | -3 | 1 | 12 | -2 | -11 | -3 | -12 | -4 | 0.04

Single records (already shown). Order of screens: PLK1 PBD inh | HUVEC tox IL1B | TNFa cytotox | PLK1 inh | VCAM1 TNFa inh | F-actin modifier | sEH inh | E coli WT exp | hDAT+cocaine
`Nc1[nH]c(=S)[nH]c(=O)c1-c1ccccc1` in the list: -12 | 0 | -16 | -13 | 16 | 0 | . | 1 | -0.98
`CCOc1cc(-c2nc(-c3ccc(C)nc3OCC)no2)cc(OCC)c1OCC` in the list: -13 | -45 | . | -12 | -4 | 6 | -2 | -5 | -0.59
`COc1ccc(-n2c(C)nc3cc(C(=O)NCc4ccco4)ccc32)cc1` in the list: -29 | 9 | -1 | -21 | -20 | 12 | . | 6 | 0.92
`COC(=O)c1sccc1NC(=O)c1ccc(C)o1` in the list: -3 | 1 | 12 | -2 | -11 | -3 | -12 | -4 | 0.04

The list goes on.
SMILES | PLK1 PBD inh | HUVEC tox IL1B | TNFa cytotox | PLK1 inh | VCAM1 TNFa inh | F-actin modifier | sEH inh | E coli WT exp | hDAT+cocaine
Cc1ccc(NC(=O)c2oc3c(c2C)C(=O)CC(C)(C)C3)cc1 | 1 | -47 | -3 | -3 | 97* | -2 | 2 | -3 | 0.3
COC(=O)c1cccc(NC(=O)C2COc3ccccc3O2)c1 (stereo unspecified) | -13 | -17 | -22 | -11 | 15 | 6 | 5 | 2 | 0.6
Cc1cc(C=O)c(C)n1-c1ccc(NC2CCCCC2)c([N+](=O)[O-])c1 | -11 | -62 | -17 | -117 | -11 | -3 | -6 | -12 | -0.75
Cc1cc(C(=O)N/N=C/c2cccc(Cl)c2Cl)no1 | -2 | -12 | -5 | 88* | -16 | 4 | 9 | -2 | -0.2
Cc1cccc(-n2ccnc2SCC(=O)Nc2nccs2)c1C | 4 | -14 | -10 | -15 | 4 | -16 | -1 | -2 | 0.067
Cc1nnc(SC(C)C(=O)N2CCc3ccccc32)s1 (stereo unspecified) | -6 | -15 | 3 | -14 | 25 | 0 | 1 | 7 | -0.29
Cc1cc(C)cc(-n2nnc(C(=O)NCc3ccccc3Cl)c2N)c1 | 4 | 2 | -19 | -12 | 6 | -36 | -6 | 6 | -0.63
COc1ccc(CN(Cc2ccccn2)C(=O)CN2C(=O)COc3ccccc32)cc1 | 0 | 0 | -20 | -6 | -6 | 14 | -6 | -6 | -2.1
O=c1ccnc(SCn2nnc3ccccc3c2=O)[nH]1 | -14 | 6 | -6 | -5 | -21 | -3 | -10 | -2 | -1
COC(=O)CC/C(O)=C1/C(=N)CC(C)(C)CC1=O | 36 | 10 | -17 | -9 | 27 | -8 | -8 | 1 | 0.047
COc1ccc(CCn2c(C)c(C(C)=O)c3cc(OC(=O)c4ccco4)ccc32)cc1OC | 36 | -13 | 1 | -15 | -7 | -6 | -3 | 1 | -0.56
CCOC(=O)CC1=C(C(=O)OCC)C(c2ccc(C)o2)C(C#N)=C(N)O1 (stereo unspecified) | -8 | -16 | 8 | 3 | 20 | -10 | 2 | 13 | -0.87
COc1ccccc1C(=O)N1CCN=C1SCc1cccnc1 | 3 | -42 | -3 | -8 | 17 | -9 | -5 | -6 | -0.069
O=c1c2c3c(sc2n(CCN2CCCCC2)c(=O)n1Cc1ccco1)CCCCC3 | -19 | -15 | -3 | -1 | -12 | -2 | 9 | 3 | -0.017
CC(C)NC(=O)CSCc1ccccc1Cl | -9 | 24 | -4 | -8 | -4 | 9 | -6 | 4 | 0.5
Cn1c(CN2CCCCC2)c(C#N)c2ccccc21 | -2 | -5 | -12 | -8 | 4 | -18 | -6 | 9 | 0.92
O=C(CSc1ccc2c(c1)OCCO2)Nc1ncc(Cl)cc1Cl | 21 | -11 | -32 | -5 | -3 | 6 | -5 | 1 | -0.86
Cc1noc(N)c1C(=O)Nc1ccccc1F | -9 | -18 | -2 | -12 | -14 | -10 | -19 | 10 | -1.5
Cc1coc2c1c(C)cc1oc(=O)c(Cc3ccccc3)c(C)c12 | -11 | -3 | -26 | -11 | -1 | 12 | -15 | -5 | 0.0039
O=C(CN(C1CC1)S(=O)(=O)c1ccc(S(=O)(=O)NC2CCCCC2)cc1)Nc1ccccc1 | 2 | 0 | -4 | -9 | 2 | -2 | -4 | -12 | 0.51
CCOC(=O)CNC=C(C(=O)OCC)C(=O)OCC | -6 | -24 | 0 | -15 | 10 | 1 | -1 | -4 | 0.53
O=c1cc(N2CCCCC2)nc2n1CCCS2 | -15 | -8 | 9 | 9 | -6 | 17 | -8 | 6 | -0.077
CSCC[C@H](NC(=O)c1ccc(Cl)c(S(=O)(=O)N2CCCC2)c1)c1nc2ccccc2[nH]1 | -16 | 2 | 10 | 1 | -12 | -2 | 11 | -14 | -0.83
O=C(CC1(O)C(=O)Nc2ccc(Br)cc21)c1ccc2c(c1)OCO2 (stereo unspecified) | -2 | -14 | -42 | 0 | 10 | -3 | -2 | 12 | -0.61
O=C(CN1C(=O)c2ccccc2S1(=O)=O)Nc1ccc(S(=O)(=O)N2CCCC2)cc1 | -6 | -34 | -16 | -16 | 20 | -2 | 68 | -4 | 0.53
Cc1ccc(C2N(c3nccs3)C(=O)C3CCCN32)cc1 (stereo unspecified) | 14 | -3 | -31 | -7 | -9 | 5 | 2 | 6 | -0.64
CC(C)(C)N=C1NC(=NC(C)(C)C)c2ccccc21 | -14 | 1 | 12 | -7 | 15 | -52 | 3 | 5 | -0.56
CC(=O)Nc1ccc(S(=O)(=O)Oc2cccc(N3C(=O)C4CC=CCC4C3=O)c2)cc1 (stereo unspecified) | -26 | -3 | -16 | -10 | -16 | 8 | 25 | 2 | 1.7
COC(=O)C1=C(C)N(CCc2ccc(OC)cc2)C(=O)C1 | 0 | 1 | -18 | -2 | 8 | 17 | 10 | -4 | -0.019
COc1ccc2[nH]c3nc(SCC(=O)Nc4ccc5c(c4)OCO5)nnc3c2c1 | 14 | -18 | -26 | -4 | -17 | 9 | -1 | -4 | 1.1
N=c1ccn(Cc2ccccc2Cl)cc1 | -28 | -10 | -8 | 0 | -1 | 3 | -14 | 2 | -2.1
CC1(C)Cc2nc(N3CCOCC3)c(C#N)cc2CO1 | 6 | -38 | -26 | -3 | 13 | 4 | -4 | -2 | -0.83
CCOC(=O)CN(C(=O)CSc1nnc2c(n1)[nH]c1c(C)cc(C)cc12)c1ccccc1 | -23 | -20 | -14 | -8 | -8 | -5 | 8 | -15 | -0.09
Cc1cccc(NC(=O)CC2C(=O)NCCN2C(=S)Nc2ccccc2)c1 (stereo unspecified) | 12 | -34 | 9 | 2 | 14 | -19 | -7 | 6 | -0.23
CC(CCCC(C)(C)O)NCCO (stereo unspecified) | 12 | 0 | -11 | -16 | 1 | 23 | . | . | -0.17
CCCCC(C(=O)NC(=O)NCc1ccccc1)N1C(=O)c2ccccc2C1=O (stereo unspecified) | 1 | 6 | -30 | -13 | -26 | -4 | -5 | -6 | 0.88
CC(=O)C(Sc1nc(N2CCOCC2)nc(N2CCOCC2)n1)C(=O)Nc1ccccc1 (stereo unspecified) | 1 | 10 | -6 | -10 | -4 | -3 | -9 | 1 | -0.58
CCOC(=O)/C=C1\SCC(=O)N1CC(=O)NC12CC3CC(CC(C3)C1)C2 | 0 | 4 | -19 | -11 | -2 | -4 | 9 | 6 | -0.13
CCCCc1nnc(NC(=O)C=C(C)C)s1 | 5 | -20 | 8 | -3 | 12 | -9 | -1 | 2 | 0.19
Cc1ccc(S(=O)(=O)N(C)CC(=O)Nc2ccncc2)cc1 | 3 | -19 | -20 | -2 | 5 | -12 | -12 | 3 | -2
CN(CC(=O)O/N=C(\N)c1ccccn1)S(=O)(=O)c1cc(Cl)ccc1Cl | 7 | -5 | -5 | -11 | -17 | -7 | -6 | 0 | 0.26
O=C(CN1NS(=O)(=O)c2ccccc2C1=O)Nc1ccccc1OC(F)F | -12 | 15 | -8 | -8 | -5 | 2 | -3 | -2 | 0.0081
Cn1c(=O)c2c(SCC(=O)N3CCCc4ccccc43)nc(C3CC3)nc2n(C)c1=O | -17 | -1 | -24 | -3 | -10 | 5 | . | -10 | -0.59
Cc1ccc(-c2cc(C(=O)Nc3nn[nH]n3)c3ccccc3n2)cc1 | -1 | 24 | 12 | -3 | -4 | 7 | -2 | -3 | 0.032
N=c1c(-c2nc3ccccc3[nH]2)cc(C(=O)c2cccs2)nn1-c1ccccc1 | -2 | -153 | -12 | -9 | -1 | 1 | 0 | . | 0.23
CC(C)CCNC(=O)CN(CCCN1CCOCC1)C(=O)Cn1nnc(-c2ccc(F)cc2)n1 | -19 | -1 | -11 | -26 | -6 | 22 | . | -1 | 1.1
COc1ccc2c(c1)[nH]c1c(N3CCN(Cc4ccc5c(c4)OCO5)CC3)ncnc12 | -10 | 20 | -56 | 15 | -6 | 9 | 0 | -3 | -0.49
Cc1cc(C)cc(-n2nnc(C(=O)NCc3ccc(Cl)cc3)c2N)c1 | 10 | 0 | -35 | 2 | 5 | 34 | 20 | 3 | -0.3
CCOC(=O)C1CCCCN1Cc1cc(Cl)ccc1O (stereo unspecified) | 6 | 53 | 2 | -29 | 0 | -7 | -31 | -6 | -0.024
COCCNC(=O)Cn1nc(C(F)(F)F)c(Cl)c1C | 0 | 14 | -32 | 5 | 14 | 16 | 9 | 13 | .
O=C1C2C3C=CC(C3)C2C(=O)N1CC1CCCO1 (stereo unspecified) | -3 | -11 | -35 | -5 | 0 | 10 | 11 | -1 | 1.3
COc1cc(CNCc2cccs2)ccc1OCc1ccccc1 | -4 | -21 | -7 | -2 | 17 | 7 | 0 | 14 | -1
Cc1ccc(OC(=O)c2oc3ccc(F)cc3c2C)c(C)c1 | 25 | -6 | -6 | -5 | -5 | -5 | -6 | 2 | -0.34
